# Abs 340nm: absorbance at 340 nm. 65,000 tested, under 10 active. compound absorbance at 340 nm, fold over control. fold change at 10 µM;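 active means at 10 µM dose, initial 340 nm absorbance at least 2 fold that of control wells; inactive means change under 2 fold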;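 further: initial absorbance extrapolated from kinetic A340 decline of NADH oxidation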
# S1P3 agonist: S1P3 (human) receptor agonism; Q99500; S1P3 NFAT-BLA reporter cells, FRET ratio; relative to 1 µM S1P, basal subtracted; activation, % at 4.5 µM; hit rate 0.1% among 60,000; AID 373;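 active means activation above the screen-wide mean plus 3 SD, cut at about 4.5% in these data, passing the limit was not always enough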; further: some compounds called inactive have numbers as strong as hits
# Target sequence (Q99500 whole entry, looked up): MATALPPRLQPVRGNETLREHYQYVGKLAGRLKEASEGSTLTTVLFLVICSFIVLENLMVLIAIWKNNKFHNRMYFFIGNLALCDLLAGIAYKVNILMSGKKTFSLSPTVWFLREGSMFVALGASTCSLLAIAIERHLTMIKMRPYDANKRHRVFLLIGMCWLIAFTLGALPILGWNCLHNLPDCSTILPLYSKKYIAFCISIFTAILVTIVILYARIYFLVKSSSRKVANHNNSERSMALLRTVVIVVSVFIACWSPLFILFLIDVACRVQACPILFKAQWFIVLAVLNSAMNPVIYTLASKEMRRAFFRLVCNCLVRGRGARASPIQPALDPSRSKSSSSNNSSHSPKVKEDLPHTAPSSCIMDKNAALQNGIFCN
#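 Assay system: stable CHO line with human S1P3, Gα16, NFAT-BLA reporter; Detection: FRET β-lactamase substrate fluorescence, excitation 405 nm, 460/535 nm emission ratio, background-subtracted; Read-out: percent activation versus median 1 µM S1P response, basal-subtracted, per plate; Incubation: cells plated overnight, compound 4 h 37 °C, substrate 2 h RT.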
# Her2 expr inh: lowers expression of human Her2 kinase. P04626. SKBR-3 HER2 protein level, AlphaScreen, 18-24 h; hits give low values. HER2 level % of control, % at 10 µM. hit rate 0.69% among 65,000. AID 645;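 active means HER2 level under 5% of the carrier-only control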;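 further: 100% = DMSO carrier and 0% = 500 nM PU-H71 HSP90 inhibitor; lower value means stronger loss of Her2 protein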
# 5HT1E antag: blocks the human 5-HT1E serotonin receptor; P28566; CHO 5-HT1E Ga15 NFAT-bla reporter, FRET, antagonist; inhibition, % at 6 µM; hit rate 0.99% among 65,000; AID 571;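 active means inhibition above a set limit, the mean inhibition across every tested compound plus 3 SD, cut at about 29% in these data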;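 further: signal is the 460 over 535 nm emission ratio of beta-lactamase substrate; 0% = agonist plus DMSO wells and 100% = wells without agonist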
# MMP-13 inhibitor: blocks human MMP13 activity; inhibition, % at 4 µM; MMP-13 fTHP FRET cleavage, Mca fluorescence; hit rate 0.07% among 65,000; P45452;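 active means inhibition above the mean of compound-free control plate wells plus 3 SD, cut at about 14% in these data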;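 further: 0% = DMSO wells and 100% = wells with reference MMP-13 inhibitor after basal subtraction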
# Fluor 339 460: intrinsic fluorescence of library compounds, ex339/em460 – biochemical, MLSMR library, data from DPM-DC assay, artefact control, profiling panel; AID 709; compound autofluorescence, ex339/em460 nm, NADH buffer; hits give high values; 1 = no-compound wells, NADH background; fluorescence fold increase at 10 µM; hit rate 5.5% among 65,000;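 active means at 10 µM, mean starting fluorescence two-fold or more over control wells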;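 further: signal is the first read of a kinetic run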
# 5-HT1A blocker: antagonists of human 5-HT1a serotonin receptor; P08908; CHO 5-HT1a Ga15 NFAT-bla reporter, antagonist mode; inhibition, % at 10 µM; hit rate 0.68% among 62,000;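 active means inhibition above the mean of all tested compounds plus 3 SD, cut at about 43% in these data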;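 further: receptor stimulated by 5-CT agonist at 100 nM near EC80; beta-lactamase reporter measured by ratiometric fluorescence of a cleavable substrate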
# S1P1 ag pot: S1P1 (human) agonism or agonism potentiation. activation, % at 9.5 µM. S1P1 CRE-bla cells, forskolin, beta-lactamase FRET, potentiator mode; S1P1 agonist co-added at EC20, 2 nM; 100% = saturating reference agonist, 0% = basal. P21453. AID 449. hit rate 0.57% among 56,000;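 active means activation above a cutoff set at the mean activation of all tested compounds plus 3 SD, cut at about 54% in these data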;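 further: forskolin at 4 µM as EC80 and the EC20 agonist is SEW2871; 100% = SEW2871 at its EC100 plus forskolin at EC80; some compounds past the cut are filed as inactive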
# Target sequence (P21453 whole entry, looked up): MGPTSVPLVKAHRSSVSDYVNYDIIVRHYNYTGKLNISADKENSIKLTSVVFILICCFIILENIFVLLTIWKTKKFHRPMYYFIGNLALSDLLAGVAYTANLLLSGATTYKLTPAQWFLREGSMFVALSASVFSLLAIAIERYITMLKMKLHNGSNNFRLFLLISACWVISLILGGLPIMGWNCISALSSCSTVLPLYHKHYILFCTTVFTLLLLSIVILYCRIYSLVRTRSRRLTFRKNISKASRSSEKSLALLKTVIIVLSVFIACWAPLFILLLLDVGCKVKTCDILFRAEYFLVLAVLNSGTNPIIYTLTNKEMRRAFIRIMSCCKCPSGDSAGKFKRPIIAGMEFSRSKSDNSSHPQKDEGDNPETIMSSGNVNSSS
# HTR1E agonist: 5-HT1E (human) receptor agonism; CHO 5-HT1E Ga15 NFAT-bla reporter, FRET; 0% DMSO wells, 100% control agonist wells; P28566; AID 574; activation, % at 6 µM; hit rate 0.69% among 65,000;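 active means activation above a set limit, the screen-wide mean activation plus 3 SD, cut at about 8.5% in these data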;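 further: 100% = positive control agonist at 1 µM giving full maximal response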
# * = called active by the depositor; . = not tested or not shown.
(1) CCc1ccccc1NS(=O)(=O)c1ccc2[nH]cc(C(=O)NCc3ccco3)c(=O)c2c1
(2) CCOC(=O)N1CCN(CC(=O)Nc2c(C(=O)OC)[nH]c3cccc(Cl)c23)CC1
(3) COc1ccc(-c2nc(CS(=O)CC(=O)NCc3cccnc3)c(C)o2)cc1 (configuration not stated)
(4) Clc1cccc(OCCN2CCOCC2)c1
(5) Cc1ccccc1NS(=O)(=O)c1ccc(F)cc1
(6) O=C(Nc1cccnc1)c1cccnc1
(7) CCOC(=O)c1c(C)c2c(n1C)CCC/C2=N\O
(8) NC(=O)c1cnn2c1NC(c1ccc(F)cc1)CC2C(F)(F)F (configuration not stated)
assay / compound	1	2	3	4	5	6	7	8
Abs 340nm	1.1	0.99	1	1	1	1	1	1
S1P3 agonist	0.0	-0.8	0.2	-0.2	-1.2	-5.0	0.3	-0.2
Her2 expr inh	62	100	77	107	109	53	114	138
5HT1E antag	-5	-1	9	0	0	5	26	-4
MMP-13 inhibitor	-6	-6	0	-1	2	0	11	-1
Fluor 339 460	1.4	1.1	1	1.1	1.1	1.1	1.1	1.1
5-HT1A blocker	-16	-6	4	-26	5	.	2	-16
S1P1 ag pot	4	18	5	-2	4	-19	-22	-7
HTR1E agonist	0.0	0.3	-0.6	1.8	0.1	0.2	-0.7	1.3

# Reformatted with each value named: 2 of the compounds above.
7	CCOC(=O)c1c(C)c2c(n1C)CCC/C2=N\O
  Abs 340nm: 1
  S1P3 agonist: 0.3
  Her2 expr inh: 114
  5HT1E antag: 26
  MMP-13 inhibitor: 11
  Fluor 339 460: 1.1
  5-HT1A blocker: 2
  S1P1 ag pot: -22
  HTR1E agonist: -0.7

8	NC(=O)c1cnn2c1NC(c1ccc(F)cc1)CC2C(F)(F)F (configuration not stated)
  Abs 340nm: 1
  S1P3 agonist: -0.2
  Her2 expr inh: 138
  5HT1E antag: -4
  MMP-13 inhibitor: -1
  Fluor 339 460: 1.1
  5-HT1A blocker: -16
  S1P1 ag pot: -7
  HTR1E agonist: 1.3

# Continued.
(9) COc1ccc(-c2ccc(-c3nnc(Cc4ccc(OC)c(OC)c4)o3)cc2)cc1
(10) COc1ccccc1Nc1nc(N)nc(CSCCO)n1
(11) O=C(COc1cccc2cccnc12)Nc1nccs1
(12) CC1=C(C(=O)Nc2cccnc2)C(c2ccncc2)n2nnnc2N1 (configuration not stated)
(13) CCC1SC(N)=NC1=O (configuration not stated)
(14) CCc1ccc(Cn2nnc(C(=O)NCc3ccccc3OC)c2N)cc1
(15) CCCSc1nc2c(c(=O)n(C)c(=O)n2C)n1Cc1ccc(C)cc1
(16) O=C(c1noc2c1CCCC2)N1CCN(C(c2ccccc2)c2ccccc2)CC1
assay / compound	9	10	11	12	13	14	15	16
Abs 340nm	1.1	1	1	0.99	1	1	1	1
S1P3 agonist	0.0	-0.9	0.5	-1.2	-2.2	0.4	0.9	0.3
Her2 expr inh	156	96	94	70	101	111	99	85
5HT1E antag	2	-6	2	-1	-6	-16	2	-7
MMP-13 inhibitor	-258	0	-2	-21	-2	5	4	1
Fluor 339 460	2.6*	1.1	0.82	1.1	1	1	1.1	0.84
5-HT1A blocker	9	7	16	-10	.	7	-1	0
S1P1 ag pot	-7	-3	7	5	-7	-20	-9	30
HTR1E agonist	-0.3	-0.4	1.3	0.5	0.7	0.9	-0.3	-0.1

# Values by screen from the entries so far.
# HTR1E agonist for entries 9 to 15 → -0.3, -0.4, 1.3, 0.5, 0.7, 0.9, -0.3

# New compounds follow.
(17) COc1ccc(CCNC(=O)c2[nH]c(C)c(C(C)=O)c2C)cc1OC
(18) CCOc1cc(C#N)c(NC(=O)c2ccco2)cc1OCC
(19) CCc1ccccc1NC(=O)CSc1nc2n[nH]c(C)c2c(=N)n1-c1ccc(OC)cc1
(20) CC1(C)C(=O)OC(c2cccs2)C(C)(C)C1=O (configuration not stated)
(21) Cc1[nH]c2ccccc2c1C(=O)COC(=O)C1CC(=O)N(Cc2ccco2)C1 (configuration not stated)
(22) CCOc1ccc2nc(N3CCCC(C(=O)N4CCN(CC)CC4)C3)sc2c1 (configuration not stated)
(23) COc1ccc(-c2nc(CSCC(=O)NCc3ccco3)c(C)o2)cc1
(24) Clc1ccc(OCc2nc(-c3ccccn3)no2)c(Br)c1
assay / compound	17	18	19	20	21	22	23	24
Abs 340nm	1	1	1	1	1.1	1.1	0.99	0.99
S1P3 agonist	-0.7	-0.3	-0.7	-1.3	0.2	-1.1	-0.5	-0.8
Her2 expr inh	118	73	92	93	112	104	71	103
5HT1E antag	-3	9	20	0	-2	5	-3	7
MMP-13 inhibitor	-2	-5	-1	1	4	4	-4	6
Fluor 339 460	1.1	1.1	1	1.1	1.1	1.1	1.1	1
5-HT1A blocker	-1	6	-7	1	8	-2	2	9
S1P1 ag pot	-1	-7	-40	6	18	-3	-27	28
HTR1E agonist	0.7	-0.3	0.7	-2.4	0.3	0.3	-0.3	1.0

(25) CCOC(=O)C1=C(CS(=O)(=O)c2ccccc2)NC(=O)NC1c1ccccc1OCC (configuration not stated)
(26) Cc1cc(S(=O)(=O)N2CC(=O)N(CCc3ccccc3)C(=O)C2)ccc1F
(27) CCNc1nc(NCC)n2c(SCC(=O)O)nnc2n1
(28) CC(NC(=O)C1CCCN(S(=O)(=O)c2cnc[nH]2)C1)c1ccccc1 (configuration not stated)
(29) COc1cccc(CNC(=O)C2CCN(S(=O)(=O)N3CCCCC3)CC2)c1
(30) COCCOCC(O)CN1CCN(c2ccccc2)CC1 (configuration not stated)
(31) Cc1cc2c(c(=O)n1Cc1cccnc1)C(c1ccc(F)cc1)C(C#N)=C(N)O2 (configuration not stated)
(32) CCOC(=O)c1ccc(Oc2nc(NC)nc(OC)n2)cc1
assay / compound	25	26	27	28	29	30	31	32
Abs 340nm	1	0.98	1	0.98	0.99	1	1	1
S1P3 agonist	-0.9	-1.2	-0.7	0.4	0.6	-1.6	-0.6	.
Her2 expr inh	95	80	106	106	119	93	127	92
5HT1E antag	12	8	-1	3	0	5	-12	-7
MMP-13 inhibitor	3	-2	1	-1	-6	5	-3	0
Fluor 339 460	1.1	1.1	1.1	0.95	1	1	1.2	1.1
5-HT1A blocker	0	4	-17	-8	-8	6	-21	3
S1P1 ag pot	-14	-15	10	-7	8	8	16	.
HTR1E agonist	-0.5	0.0	0.3	0.2	0.5	-0.7	0.1	0.7

(33) O=C(CN1C(=O)c2ccccc2S1(=O)=O)NCc1ccccn1
(34) Cn1cc(Cl)c(C(=O)Nc2cccc(Cl)c2Cl)n1
(35) Cc1cc(C)nc(NC(=O)c2cc3ccccc3o2)n1
(36) CCN(CC)C(=O)COn1c(SCC(=O)N(CC)CC)nc2ccccc2c1=O
(37) CCC(=O)Oc1ccc(C2N(C(=O)CC)CCN2S(=O)(=O)c2ccc(C)cc2)cc1OC (configuration not stated)
(38) Cc1ccc(C2/C(=C(/O)c3ccc(Cl)cc3)C(=O)C(=O)N2CC2CCCO2)o1 (configuration not stated)
(39) O=C(O)CCSCC(=O)c1ccc2c(c1)OCCO2
(40) Cc1noc(NS(=O)(=O)c2ccc(NC(=O)CSc3nc4c(cc3C#N)CCCC4)cc2)c1C
assay / compound	33	34	35	36	37	38	39	40
Abs 340nm	1	1	1	1	0.99	1.1	1	1.1
S1P3 agonist	-0.6	-0.5	-0.7	-0.8	-0.7	-0.1	-0.1	-0.5
Her2 expr inh	95	72	.	67	109	98	111	103
5HT1E antag	-1	-8	-20	-1	-6	-18	-6	-9
MMP-13 inhibitor	3	5	2	1	0	0	-6	0
Fluor 339 460	1	1.1	1.1	1.1	1.1	1	1.1	1.1
5-HT1A blocker	8	0	-2	.	20	-6	2	0
S1P1 ag pot	6	-25	-4	13	-1	-10	13	-6
HTR1E agonist	-0.4	-0.8	0.1	0.0	-0.4	-0.4	-0.5	0.8

(41) CC(C)c1nnc(NC(=O)c2cccc(-n3cnnn3)c2)s1
(42) CCOc1cc(S(=O)(=O)N2CCCCC2)ccc1Cl
(43) Cc1ccc(OCC(=O)Nc2ccc(-c3nc4ncccc4o3)cc2)c(C)c1
(44) Cn1c(SCc2c(F)cccc2Cl)nnc1-c1cccs1
(45) Cc1cc2c(N)cccc2nn1
(46) CCCC(=O)Nc1ccc(C(=O)NCCCn2ccnc2)cc1
(47) O=C(NC1(C(F)(F)F)Oc2ccccc2O1)N1CCCC1
(48) CCOC(=O)/C=c1\s/c(=C(\C#N)C(=O)OCC)n(-c2ccccc2)c1=O
assay / compound	41	42	43	44	45	46	47	48
Abs 340nm	1.1	0.98	1.2	0.99	1	1.1	1.1	1.1
S1P3 agonist	-1.0	-0.9	0.0	-0.6	-1.8	0.1	.	-5.0
Her2 expr inh	101	93	110	137	95	84	203	132
5HT1E antag	5	9	-2	5	2	4	-1	-108
MMP-13 inhibitor	4	2	-67	-9	3	0	6	2
Fluor 339 460	1.1	1.1	2.2*	1.1	1.1	1.1	1.1	1
5-HT1A blocker	11	-6	-11	-2	-12	-9	1	.
S1P1 ag pot	-11	24	-5	19	-6	-16	.	-7
HTR1E agonist	0.1	0.5	1.0	0.0	0.3	-0.4	-0.7	0.3

# As a working copy, some entries already given:
(43) Cc1ccc(OCC(=O)Nc2ccc(-c3nc4ncccc4o3)cc2)c(C)c1
(44) Cn1c(SCc2c(F)cccc2Cl)nnc1-c1cccs1
(45) Cc1cc2c(N)cccc2nn1
assay / compound	43	44	45
Abs 340nm	1.2	0.99	1
S1P3 agonist	0.0	-0.6	-1.8
Her2 expr inh	110	137	95
5HT1E antag	-2	5	2
MMP-13 inhibitor	-67	-9	3
Fluor 339 460	2.2*	1.1	1.1
5-HT1A blocker	-11	-2	-12
S1P1 ag pot	-5	19	-6
HTR1E agonist	1.0	0.0	0.3

# (listing goes on)
(49) CN1CCN(CP(=O)(N2CCOCC2)N2CCOCC2)CC1
(50) Cc1ccccc1N(C(=O)Cn1nnc2ccccc21)C(C(=O)NCc1ccco1)c1ccncc1 (configuration not stated)
(51) Cc1nc2cc(NC(=O)Nc3ccc(N4CCOCC4)cc3)ccc2n1C
(52) COc1ccccc1C1CC(c2ccccc2)Nc2ncnn21 (configuration not stated)
(53) Cc1cc(Nc2cccc(Cl)c2C)n2ncnc2n1
(54) C(=N\n1cnnc1)/c1cn(-c2cccs2)nc1-c1ccccc1
(55) COc1ccc(NS(=O)(=O)c2cccc(C(=O)O)c2)cc1
(56) CN(c1ccccc1C(=O)N1CCc2ccccc2C1)S(C)(=O)=O
assay / compound	49	50	51	52	53	54	55	56
Abs 340nm	1	1	1	1	1	1.1	1	1.1
S1P3 agonist	-1.1	-0.6	0.1	-0.5	-0.4	.	0.1	-0.2
Her2 expr inh	131	76	113	61	96	79	102	93
5HT1E antag	10	7	-8	-5	-3	-2	-5	14
MMP-13 inhibitor	-2	4	4	2	-2	-16	-6	1
Fluor 339 460	1.1	1	1.1	1.1	1.1	1.6	1.1	1.1
5-HT1A blocker	-2	10	8	6	1	6	-4	3
S1P1 ag pot	11	4	.	-11	-10	.	-6	-5
HTR1E agonist	-1.2	0.8	-0.3	1.7	1.3	0.5	-0.1	-0.9
